Source: PubChem (several laboratories)
KOR beta-arrestin-1 – kappa opioid receptor blockers – cell-based, luminescence, uHTS (AID 1778) | KOR beta-arrestin recruitment, luminescence, antagonist mode; higher % means a stronger effect | one-dose inhibition, % at 10 µM; IC50 in µM for titrated hits | 0.091% of 290,000 active; note: strong numbers were not always called active
NOD1 NF-kB reporter – NOD1 signaling inhibitors, primary screen, cell-based, luminescence, uHTS (AID 1578); 1% of 290,000 active; NOD1-driven NF-kB luciferase reporter cells, luminescence; higher % means a stronger effect; one-dose inhibition, % at 4 µM; EC50 in µM for titrated hits; in the data active = inhibition mostly above about 36%, no sharp cut-off; inactive = mostly below about 34%;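 note: HEK-293T reporter cells stimulated with the NOD1 agonist gamma-tri-DAP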
HIV fusion peptide – cell-free HIV fusion peptide-binding blockers – biochemical, uHTS, fluorescence dequenching, primary screen (AID 1986); cell-free peptide binding, fluorescence dequenching, 30 min; higher % means a stronger effect; inhibition, % at 20 µM, or IC50 in µM where a hit was titrated; 0.3% of 290,000 active; in the data active = inhibition mostly above about 52%, no sharp cut-off; inactive = mostly below about 76%; note: some results filed as inactive read as strong as hits
KOR beta-arrestin-2 – kappa opioid receptor activators – cell-based, luminescence, uHTS, primary screen (AID 1777) | KOR beta-arrestin recruitment, luminescence; higher % means a stronger effect | activation, % at 10 µM; hits with a dose series show EC50 in µM | 0.02% of 280,000 active; in the data active = activation above about 50%, passing the limit was not always enough; note: a part of the inactive calls stands beside numbers as strong as those of hits
NOD2 inhibition – NOD2 signaling inhibitors, cell-based, luminescence, uHTS, HEK293 (AID 1566); inhibition, % at 4 µM, or EC50 in µM where a hit was titrated; HEK293 NOD2/NF-kB luciferase reporter, luminescence; higher % means a stronger effect; 0.63% of 290,000 active; note: many of its hits are not listed in these tables
GPR55 activation – selective activators of receptor GPR55 – imaging, U2OS cells, beta-arrestin-GFP redistribution, primary screen (AID 1961); U2OS GPR55 beta-arrestin-GFP redistribution imaging; higher % means a stronger effect; activation, % at 10 µM; hits with a dose series show EC50 in µM; 0.048% of 290,000 active;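 active = activation above 40% with more than 50 cells counted in the well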;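 note: U2OS osteosarcoma cells stably expressing GPR55 and beta-arrestin-GFP; plate controls were DMSO negative control for no effect and LPI positive control for full effect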
GPR35 antagonists – GPR35 antagonists blocking zaprinast-driven arrestin recruitment, primary screen, imaging, U2OS, beta-arrestin-GFP, zaprinast agonist (AID 2058). U2OS GPR35 beta-arrestin-GFP translocation imaging, zaprinast antagonism; higher % means a stronger effect. one-dose inhibition, % at 10 µM; IC50 in µM for titrated hits. 0.052% of 290,000 active;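 active = inhibition of at least 50% with at least 30 cells and total cytoplasm GFP at most 10,000,000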
Myeloid diff 2 – compounds promoting myeloid differentiation | ER-HoxA9 myeloid progenitors, lysozyme-GFP differentiation, flow cytometry | AID 624256 | calls only at 10 µM | 1% of 360,000 active;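 active = normalized GFP-positive differentiation at or above the plate's own cutoff, the solvent-only control mean plus 3 SD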;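 note: cells exposed to compound for four days before flow analysis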
GPR55 antagonists – inhibition of LPI-stimulated GPR55 beta-arrestin translocation – imaging, U2OS, beta-arrestin-GFP, LPI agonist, primary screen (AID 2013); U2OS GPR55 beta-arrestin-GFP translocation imaging, LPI antagonism; higher % means a stronger effect; inhibition, % at 10 µM, or IC50 in µM where a hit was titrated; 0.13% of 290,000 active;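 active = spots per cell inhibited over 60%, with over 100 cells counted and total cytoplasm intensity under 500,000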;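 note: U2OS cells stably carrying GPR55 and arrestin-GFP stimulated by 5 µM LPI near EC80; imaged beta-arrestin-GFP aggregate spots per cell after agonist stimulation; plate controls were LPI-stimulated DMSO wells for no effect and DMSO wells without LPI for full effect; some results filed as inactive read as strong as hits; confirmed hits need IC50 under 10 µM and bright autofluorescent wells are also inconclusive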
Myeloid diff 2 GFP+ MAC1+ % – recorded beside Myeloid diff 2, whose call it bears; GFP+ MAC1+ double positive, %; measured here: differentiation confirmed by MAC1 staining
The depositor's hits bear a star; i = inactive; x = no result given; + = active, no number; [ ] = another dose, or the depositor's remark. Cut-off read from the data, not from the text of the source, unless noted: active = inhibition above about 50%; inactive = the rest. These rows are one share of the data; the hit share may differ from the screen's.

Each structure is followed by: KOR beta-arrestin-1	NOD1 NF-kB reporter	HIV fusion peptide	KOR beta-arrestin-2	NOD2 inhibition	GPR55 activation	GPR35 antagonists	Myeloid diff 2	Myeloid diff 2 GFP+ MAC1+ %	GPR55 antagonists
[1] CC(C(=O)Nc1ccccc1)N(C)CCOc1ccc(Br)cc1 (stereo unspecified)
→ -21%	-36%	-1.7%	1.9%	-18%	-0.3%	-16%	i	0.2	-5%
[2] CCn1c2ccc(/C(C)=N\O)cc2c2cc(/C(C)=N\O)ccc21
→ -72%	-35%	1.3%	3.1%	-140%	0.3%	2%	i	2.1	22%
[3] O=C(CNCC1CCCO1)N1CCN(S(=O)(=O)c2ccc3ccccc3c2)CC1 (stereo unspecified)
→ -21%	0%	0.1%	-3.3%	15%	0.3%	7%	i	1.1	14%
[4] Cc1ccc(C(=O)Cn2c(N3CCOCC3)nc3c2c(=O)n(C)c(=O)n3C)cc1
→ 2%	4%	0.5%	-4.8%	9%	0.2%	9%	i	7.1	-2%
[5] Cc1c(NC(=O)c2ccccc2N)cccc1C(=O)O
→ -42%	-55%	2.9%	-15%	-58%	-0.2%	2%	i	0.5	4%
[6] Cc1c(NS(=O)(=O)c2ccc3c(c2)CCN3C(=O)C2CC2)c(=O)n(-c2ccccc2)n1C
→ -30%	4%	-2.3%	9.3%	4%	-0.1%	-8%	i	1.0	-11%
[7] COc1ccc(CCNC(=O)NC(C(F)(F)F)C(F)(F)F)cc1OC
→ 10%	-16%	0.0%	-2.5%	-3%	0.5%	-18%	i	1.1	-1%
[8] Cc1ccc(S(=O)(=O)N2CCOCC2)cc1NC(=O)c1cc2c(s1)CCC2
→ -27%	-4%	-0.8%	4.0%	14%	0.3%	3%	i	1.0	10%
[9] COC(=O)c1sc2nc(C)nc(SCC(=O)C(C)(C)C)c2c1C
→ 6%	-8%	-1.6%	-0.2%	28%	0.1%	-10%	i	0.7	3%
[10] COc1ccc(C)cc1NC(=S)NNC(=O)c1ccccc1Cl
→ 5%	-13%	-2.1%	-6.5%	-13%	0.2%	-16%	i	5.7	14%
[11] COc1cc(/C=C/C(=O)O)cc(S(=O)(=O)N2CCc3ccccc32)c1OC
→ 20%[20 µM]	-5%	1.6%	2.3%	12%	-0.3%	7%	i	0.2	6%
[12] O=C(COC(=O)c1ccccc1C(=O)c1ccccc1)NCc1ccc(F)cc1
→ 21%	-20%	-0.1%	1.3%	0%	0.1%	-1%	i	0.7	1%
[13] CSc1ccc(S(=O)(=O)NCc2ccc(Cl)cc2)cc1
→ 25%	5%	0.7%	0.4%	2%	-0.1%	-3%	i	12	1%
[14] C=CCn1c(N)c(C(=O)OCCC)c2nc3ccccc3nc21
→ -9%	-42%	4.5%	7.0%	-20%	-0.2%	-4%	i	1.1	1%
[15] COc1cc(/C=C(/C#N)c2ccc(F)cc2)ccc1Oc1ccc([N+](=O)[O-])cn1
→ -15%	38%	-2.6%	4.4%	-1%	0.5%	-20%	i	0.4	2%
[16] CCOC(=O)CCCCC(=O)c1[nH]c(=O)[nH]c1CSc1nc2ccccc2[nH]1
→ -26%	-13%	-0.6%	4.5%	10%	0.0%	8%	i	6.2	3%
[17] Cc1nnc(SCc2cnc(-c3ccc(C(C)C)cc3)s2)n1C
→ 0%	8%	-1.5%	-2.1%	-103%	-0.1%	11%	i	2.2	-12%
[18] CCOC(=O)c1c(C)[nH]c(C)c1S(=O)(=O)NCc1cc(C)ccc1C
→ -53%	-44%	-0.1%	0.4%	2%	-0.1%	25%	i	3.5	10%
[19] O=c1[nH]nc(SCc2ccccc2)n1C1CC2C=CC1C2 (stereo unspecified)
→ 16%	0%	-1.6%	2.2%	12%	-0.2%	-12%	i	0.3	-10%
[20] COc1cc(OC)c2cc(C(=O)N/N=C/c3cccc(OC)c3O)[nH]c2c1
→ -39%	-3%	-1.3%	6.2%	49%	-0.2%	4%	i	0.6	-3%

Results in HIV fusion peptide, for some of the entries so far:
cpd | Compound | HIV fusion peptide
14 | C=CCn1c(N)c(C(=O)OCCC)c2nc3ccccc3nc21 | 4.5%
15 | COc1cc(/C=C(/C#N)c2ccc(F)cc2)ccc1Oc1ccc([N+](=O)[O-])cn1 | -2.6%

More entries.
Each structure is followed by: KOR beta-arrestin-1	NOD1 NF-kB reporter	HIV fusion peptide	KOR beta-arrestin-2	NOD2 inhibition	GPR55 activation	GPR35 antagonists	Myeloid diff 2	Myeloid diff 2 GFP+ MAC1+ %	GPR55 antagonists
[21] COc1ccc(C)cc1NC(=O)NC1CCCCCCC1
→ 12%	-36%	-0.4%	-0.9%	-7%	-0.1%	9%	i	4.0	11%
[22] COc1ccc2nc(NC(=O)c3ccc(F)cc3)sc2c1
→ -29%[20 µM]	-67%	2.5%	-2.7%	-36%	0.1%	-19%	i	1.3	-6%
[23] CCC1CCCCN1C(=O)CSc1nc2c(c(=O)n(C)c(=O)n2C)n1C (stereo unspecified)
→ 14%[20 µM]	-19%	-0.2%	x	-1%	-0.1%	10%	i	0.3	7%
[24] O=C(NN=C1CCN(Cc2ccccc2)CC1)C(O)c1ccccc1 (stereo unspecified)
→ -8%	-19%	-1.4%	3.2%	7%	0.2%	-2%	i	0.4	5%
[25] CNc1ncc(C(=O)c2ccc(-c3ccccc3)cc2)s1
→ 12%	-12%	0.4%	2.6%	-165%	-0.1%	-8%	i	0.4	-3%
[26] CC(=O)c1cccc(NC(=O)c2ccncc2)c1
→ -7%	2%	1.5%	-6.3%	1%	-0.2%	-4%	i	4.6	-1%
[27] Cc1nn(C(C)C(=O)NCc2ccco2)c(=O)c2nn(-c3ccccc3)c(C)c12 (stereo unspecified)
→ -32%	-20%	1.3%	7.1%	-10%	-0.2%	45%	i	1.0	-13%
[28] COc1ccc(NCc2nn(CC(=O)c3ccc(Br)cc3)c3[n+]2CCCCC3)cc1
→ 29%	-32%	-0.7%	-2.8%	-17%	-0.4%	10%	i	0.6	-7%
[29] O=[N+]([O-])c1ccc(Cc2nnc(-c3ccc(F)cc3)o2)cc1
→ -16%	-21%	0.1%	2.5%	-20%	-0.4%	-4%	i	0.6	0%
[30] CC(C)(CNC(=O)C1CCCC1)CNC(=O)C1CCCC1
→ 12%	2%	-0.2%	-3.1%	5%	-0.1%	-11%	i	0.7	3%
[31] COc1ccc(N(CC(=O)Nc2ccc(OC)c(OC)c2)S(=O)(=O)c2ccccc2)cc1Cl
→ 19%	-3%	-1.6%	-5.0%	-4%	-0.2%	5%	i	1.0	12%
[32] O=C(Nc1cccc2c1CCCC2)c1ccc(Cl)c([N+](=O)[O-])c1
→ -3%	-42%	-0.3%	-4.8%	17%	0.5%	4%	i	0.9	9%
[33] COc1ccc(/C=N/NC(=O)c2ccncc2)cc1CN1CCN(c2ccc(F)cc2)CC1
→ 21%	-26%	-1.0%	1.1%	10%	0.3%	-5%	i	0.3	10%
[34] CN(CP(=O)(O)CN(C)S(C)(=O)=O)S(C)(=O)=O
→ 22%	-12%	27%	-0.5%	10%	-0.1%	17%	i	0.9	-5%
[35] Cc1cccc(NC(=O)CCCNC(=O)c2ccc(Cl)cc2)n1
→ 3%	-28%	-0.1%	7.0%	16%	0.2%	-7%	i	0.7	13%
[36] NC(=O)c1ccccc1OC1CCC1
→ 2%	-1%	-1.5%	-2.3%	23%	0.0%	-4%	i	0.4	7%
[37] Cc1cccnc1NC(=S)NC(=O)c1oc2ccccc2c1C
→ -26%	-78%	-0.3%	1.0%	-97%	-0.2%	6%	i	0.9	-6%
[38] Cc1n[nH]c(C)c1N=Nc1cc(Cl)ccc1Cl
→ 5%	53%	-3.5%	-0.4%	27%	-0.1%	9%	i	0.0	-5%
[39] COc1ccc(CNC(=O)CCCn2ncn3c(cc4occc43)c2=O)cc1
→ -15%	-3%	-1.5%	-5.2%	13%	-0.3%	8%	i	1.0	-6%
[40] CC(C)NC(=S)NN=C1CCCCCCCCCCC1
→ -6%	-21%	1.2%	-12%	24%	-0.4%	9%	i	0.0	10%
[41] COc1ccc(/C=N/NC(=O)CSCc2ccc([N+](=O)[O-])cc2)cc1OC
→ 11%	-10%	-2.6%	-3.1%	16%	-0.6%	-4%	i	0.9	-12%
[42] COC(=O)c1sc(N2C(=O)C(O)=C(C(=O)c3ccc(C)o3)C2c2ccco2)nc1C (stereo unspecified)
→ -20%	8%	43%	13%	40%	0.0%	-4%	i	5.7	5%
[43] COC(=O)c1cccnc1-n1c(=O)c2cccnc2n(Cc2cccc([N+](=O)[O-])c2)c1=O
→ 12%	-21%	1.4%	-2.6%	12%	-0.6%	-2%	i	0.6	8%
[44] O=C(O)CCCC(=O)NNC(=O)c1cccc(Br)c1
→ -56%[20 µM]	-13%	0.1%	-1.4%	13%	-0.1%	-12%	i	0.1	-1%
[45] CC(c1nnc(SCC(=O)Nc2cc([N+](=O)[O-])ccc2F)n1Cc1ccccc1)N(C)C (stereo unspecified)
→ -9%	-10%	-1.0%	-2.2%	-6%	0.0%	-19%	i	0.1	0%
[46] Cc1cc(C)nc(SCc2csc(N)n2)n1
→ 48%	10%	-0.9%	18%	-10%	-0.2%	20%	i	1.2	-5%
[47] CCN(CCCNC(=O)c1ccc2c(c1)NC(=O)CN2C)c1cccc(C)c1
→ 6%	13%	-0.2%	-2.1%	18%	-0.2%	-11%	i	1.2	3%
[48] CCOC(=O)C1CCCN(S(=O)(=O)c2ccc(-n3cnnn3)c(C)c2)C1 (stereo unspecified)
→ 5%	-29%	1.1%	3.8%	14%	-0.2%	9%	i	0.6	0%
[49] O=C(COc1ccc([N+](=O)[O-])cc1)NCc1cccnc1
→ 16%	-1%	2.5%	7.0%	27%	-0.3%	-13%	i	0.6	-4%
[50] COc1ccc(C(=O)CSc2nnc(CNC(=O)c3ccccc3)n2C)cc1
→ -24%	-17%	-0.5%	5.7%	2%	-0.2%	-1%	i	1.8	20%
[51] c1ccc(NC2=Nc3ccccc3CS2)cc1
→ -8%	-89%	3.3%	-3.9%	-78%	-0.1%	4%	+	5.5*	13%
[52] CC1CCc2c(sc3nc(SCC(=O)NCc4ccco4)nc(N)c23)C1 (stereo unspecified)
→ 21%	-35%	14%	7.8%	-16%	-0.2%	15%	i	0.3	11%
[53] COc1ccc(/C=N/Nc2nc(Nc3ccccc3)nc(N3CCCC3)n2)cc1[N+](=O)[O-]
→ -54%	-38%	-1.2%	1.4%	-19%	-0.4%	-8%	i	0.7	6%
[54] CN(C)CCCN(C(=O)c1cc(-c2cccs2)nc2ccccc12)c1nc2ccc(F)cc2s1
→ 10%	-33%	-3.0%	9.2%	5%	0.9%	-10%	i	1.3	8%
[55] CCN(CCNS(=O)(=O)c1ccc2c(c1)oc(=O)n2C)c1ccccc1
→ -22%	-19%	-2.6%	9.4%	-10%	-0.1%	6%	i	2.4	0%
[56] N/C(=N\OC(=O)COc1ccc(Br)cc1Cl)c1ccncc1
→ x	-85%	-0.5%	-0.1%	-112%	0.7%	4%	i	0.2	4%
[57] CCC(C)NC(=O)CSc1nc2cc3c(cc2c(=O)n1Cc1ccco1)OCO3 (stereo unspecified)
→ -35%	-11%	2.1%	-2.0%	4%	0.3%	-5%	i	0.4	-1%
